# Screening data deposited in PubChem BioAssay by National Center for Advancing Translational Sciences (NCATS).
# Pf growth 48h: Primary qHTS for delayed death inhibitors of the malarial parasite plastid, 48 hour incubation; P. falciparum luciferase growth in erythrocytes, 48 h; Potency, µM (doses to about 28.7 µM), inactives show at the top dose activity change, negative = inhibition, usual class: inhibitors; hit rate 5.9% among 310,000; also: potency is read from the fitted curve at half-maximal effect; % is scaled to controls: 0 for no effect and ±100 for the full control effect
#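 Parasite viability was followed by luminescence of a genomically integrated firefly luciferase. Cultures held 0.1% parasitemia at 2% hematocrit (final), incubated under 5% CO2 at 37 C.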
# CHX counter: Cycloheximide Counterscreen for Small Molecule Inhibitors of Shiga Toxin. cell reporter, cycloheximide protein synthesis inhibition counterscreen. max response, %. hit rate 12% among 300,000. AID 2314, 2010; in the data active = max response mostly above about 13%, no sharp cut-off; inactive = mostly below about 14%; also: read at 38.3 µM for the half of the compounds with a filed dose; 0% is about no effect
# TbPYK inhibitor: qHTS of Trypanosoma Brucei Inhibitors; TbPYK enzyme, Kinase-Glo Plus ATP luminescence, 45 min; hit rate 0.12% among 410,000; AID 624173, 2012; Potency, µM (series often up to 76.8 µM), without a hit: at the top dose activity, negative = inhibition, most hits filed as inhibitors; also: potency is read from the fitted curve at half-maximal effect; % is scaled to controls: 0 for no effect and ±100 for the full control effect; nearly all actives have a fitted effect of over 50% in size
#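 Luminescence from Kinase-Glo Plus, added after a 45-minute room-temperature reaction, served as the end-point read-out. The enzyme and substrate were preincubated with compound before ADP (130 uM final) initiated turnover. Concentration-effect curves came from normalized qHTS data.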
# HCV inh: qHTS Assay for Inhibitors of Hepatitis C Virus (HCV); Huh7.5.1 HCVcc-Cre infection, luciferase reporter, 44 h; Potency, µM (doses to about 41.8 µM), for inactives: top-dose activity change, negative = inhibition, usual class: inhibitors; hit rate 3.4% among 340,000; AID 651820, 2012; also: potency is read from the fitted curve at half-maximal effect; % is scaled to controls: 0 for no effect and ±100 for the full control effect
#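 Cells (1,000/well) were plated 4 h before compound, then infected with HCVcc-Cre virus (~0.5 moi). After 44 h further culture, infection was read as luciferase luminescence following a 15 min substrate incubation at room temperature.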
# Shiga inhibitor: A qHTS for Small Molecule Inhibitors of Shiga Toxin. Vero cells, Shiga toxin protein synthesis inhibition reporter. inhibition, % at 38.7 µM. hit rate 9.2% among 290,000. AID 2315, 2010; in the data active = inhibition mostly above about 28%, no sharp cut-off; inactive = mostly below about 43%; also: 0% is about no effect
# Pf growth 96h: Primary qHTS for delayed death inhibitors of the malarial parasite plastid, 96 hour incubation. P. falciparum luciferase reporter growth, 96 h. Potency, µM (doses to about 28.7 µM), inactives show at the highest dose activity change, negative = inhibition, usual class: inhibitors. hit rate 6.9% among 320,000; also: potency is read from the fitted curve at half-maximal effect; % is scaled to controls: 0 for no effect and ±100 for the full control effect
#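 Readout is luminescence from an integrated firefly luciferase in P. falciparum. Red cells, 2% hematocrit and 0.05% parasitemia final, were cultured with compound through two parasite generations (96 hours) at 37 C, 5% CO2.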
# LmPK inh: qHTS Assay for Inhibitors of Leishmania Mexicana Pyruvate Kinase (LmPK); hit rate 0.37% among 290,000; Q27686; Potency, µM (highest dose often 57.5 µM), inactives show top-dose activity change, negative = inhibition, usual class: inhibitors; purified LmPK, Kinase-Glo ATP luminescence, 1 h; also: potency is read from the fitted curve at half-maximal effect; % is scaled to controls: 0 for no effect and ±100 for the full control effect
# Target sequence (Q27686 whole entry, looked up): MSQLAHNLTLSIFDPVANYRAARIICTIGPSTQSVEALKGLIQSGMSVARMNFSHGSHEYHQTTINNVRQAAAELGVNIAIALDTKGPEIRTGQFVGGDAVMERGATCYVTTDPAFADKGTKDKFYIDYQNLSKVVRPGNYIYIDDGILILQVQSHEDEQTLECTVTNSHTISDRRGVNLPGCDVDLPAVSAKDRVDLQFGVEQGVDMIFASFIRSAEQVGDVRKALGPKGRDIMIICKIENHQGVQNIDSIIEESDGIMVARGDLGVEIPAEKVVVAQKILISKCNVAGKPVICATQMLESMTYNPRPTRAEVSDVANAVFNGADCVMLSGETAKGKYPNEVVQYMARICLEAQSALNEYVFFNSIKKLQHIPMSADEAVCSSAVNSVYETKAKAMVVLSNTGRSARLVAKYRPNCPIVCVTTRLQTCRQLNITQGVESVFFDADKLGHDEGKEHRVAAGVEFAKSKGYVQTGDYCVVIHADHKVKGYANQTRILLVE
#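 qHTS format; LmPK 0.1 nM; substrates PEP 0.5 mM and ADP 0.1 mM. One-hour room-temperature incubation, then coupled luciferase luminescence; 0.5 nM enzyme wells mark activation.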
# * hit, by the source's call; u = inconclusive; x = no result given; [ ] = dose if it differs, or a comment. Unless noted, calls follow the shape of the dose curve; as a rule, active = well fitted curve in the direction sought with a large enough effect; inconclusive = small, poorly fitted or top-dose-only effect, or another doubt; inactive = no such curve, though single readings can be large; an effect the other way counts as inactive or inconclusive.
SMILES,Pf growth 48h,CHX counter,TbPYK inhibitor,HCV inh,Shiga inhibitor,Pf growth 96h,LmPK inh
Cc1cc(C)n(CCN(C)C(=O)c2cc(COc3c(F)cccc3F)on2)n1,10%,1,-1%,7%,-9,-25%,9%
CCCCCN(C(=O)CCC(=O)OCc1ccccc1Cl)c1c(N)n(CCCC)c(=O)[nH]c1=O,40%[activator],5,1%,x,-4,-10%,-5%
O=C(Cc1noc2ccccc12)Nc1ccccn1,119%[activator],54*,-2%,14%,88*,152%[activator],-9%
NC(=O)CN1CCN(c2ccccc2F)CC1,-14%,-1,1%,-9%,-10,x,-10%
COc1ccc(OCc2ccc(C(=O)N3CCOCC3)cc2)cc1,8%,28*,-1%,4%,56*,-26%,-20%
CNC(=O)COC(=O)/C=C/c1cccs1,0%,7,1%,10%,13,16%,1%
CCOC(=O)C(CCc1ccccc1)NC1CCc2ccccc2N(CC(=O)O)C1=O (stereo unspecified),9.5µM*,-5,-6%,x,-1,12µM*,x
Nc1nc2ccccc2n1CCOc1ccc(Br)cc1,u,-3,0%,u,-1,5%,0%
CCCN(C1CCS(=O)(=O)C1)S(=O)(=O)c1ccc(F)cc1 (stereo unspecified),-19%,x,9%,10%,x,18%,x
O=C(CCCC(=O)OCC(Cl)=C(Cl)Cl)Nc1ccccc1,25%,5,7%,11%,-1,4%,7%
CSc1nnc(CNS(=O)(=O)c2ccc(Br)cc2)n1C,u,-2,-9%,17%,11,0%,-4%
O=C(O)CCc1ccc(-c2cccs2)n1CCC(=O)O,7%,10,-7%,17%,-26,u,7%
Cc1c(C)c2c(OCC(=O)N3CCC(O)CC3)cc3c(c2oc1=O)CCC(C)(C)O3,13µM*,-1,5%,u,15,7.4µM*,-10%
CCCN1C(=O)/C(=C/c2c(N3CCNC(=O)C3CC(=O)OC)nc3c(C)cccn3c2=O)SC1=S (stereo unspecified),u,0,x,x,-3,u,2%
CCNC(=O)NC(=O)C(C)OC(=O)CNS(=O)(=O)c1c(Cl)cc(Br)cc1Cl (stereo unspecified),20%,-1,-2%,19%,-7,27%,-2%
Nc1ccccc1Oc1ncc(C(F)(F)F)cc1Cl,5.2µM*,1,8%,8%,-16,53%[activator],3%
CN(C(=O)c1cc2nc(-c3ccco3)cc(C(F)(F)F)n2n1)C1CCCCC1,15%,-1,7%,u,-18,-14%,1%
O=C(NCc1ccccc1Cl)/C(=C\c1cccnc1)NC(=O)c1ccccc1,-26%,-3,0%,-12%,40,40%[activator],-1%
O=C(NCC(c1ccco1)N1CCc2ccccc21)c1ccccc1 (stereo unspecified),u,x,2%,-24%,x,u,x
CC(C)(C)C(=O)OCC1OC(n2cnc(C(N)=O)n2)C(O)C1O (stereo unspecified),10%,1,-13%,3%,-2,19%,-1%
CCO[C@@H]1OC(C(N)=O)=C[C@H](c2ccc3c(c2)OCO3)[C@H]1CCCO,56%[activator],-1,-3%,16%,-7,55%[activator],-3%
Cc1cc(N2CCCC2=O)ccc1S(=O)(=O)NCCOc1ccccc1,-7%,2,-8%,u,21,u,2%
O=C(CCC(=O)OCc1ccc(Cl)cc1)Nc1ccccc1,12%,-2,-6%,13%,-16,9%,-1%
COc1ccc(/C=C(/NC(=O)c2ccccc2)C(=O)NCCN2CCOCC2)cc1OC,6%,-2,1%,32%[activator],-2,u,-1%
COc1ccc(C2C(C(=O)/C=C/c3ccco3)=C(O)C(=O)N2CCN2CCOCC2)cc1OC (stereo unspecified),4%,-5,3%,0%,-11,-25%,4%[11.5 µM]

# Sorted by formula weight (smallest number first): some entries from above.
SMILES,Pf growth 48h,CHX counter,TbPYK inhibitor,HCV inh,Shiga inhibitor,Pf growth 96h,LmPK inh
NC(=O)CN1CCN(c2ccccc2F)CC1,-14%,-1,1%,-9%,-10,x,-10%
O=C(Cc1noc2ccccc12)Nc1ccccn1,119%[activator],54*,-2%,14%,88*,152%[activator],-9%
Nc1ccccc1Oc1ncc(C(F)(F)F)cc1Cl,5.2µM*,1,8%,8%,-16,53%[activator],3%
CN(C(=O)c1cc2nc(-c3ccco3)cc(C(F)(F)F)n2n1)C1CCCCC1,15%,-1,7%,u,-18,-14%,1%

# Of the compounds above, two have a COOH group.
SMILES,Pf growth 48h,CHX counter,TbPYK inhibitor,HCV inh,Shiga inhibitor,Pf growth 96h,LmPK inh
CCOC(=O)C(CCc1ccccc1)NC1CCc2ccccc2N(CC(=O)O)C1=O (stereo unspecified),9.5µM*,-5,-6%,x,-1,12µM*,x
O=C(O)CCc1ccc(-c2cccs2)n1CCC(=O)O,7%,10,-7%,17%,-26,u,7%

# (list continues)
SMILES,Pf growth 48h,CHX counter,TbPYK inhibitor,HCV inh,Shiga inhibitor,Pf growth 96h,LmPK inh
CC(Nc1n[nH]c(=O)[nH]c1=O)C(=O)N/N=C/c1ccccc1 (stereo unspecified),38%[activator],1,0%,17%,11,40%[activator],-16%
CC12CN3CCN(CC(C3)/C1=N/N=C/c1cccc([N+](=O)[O-])c1)C2,u,13,9%,1%,-4,u,-2%
C/C=C(\C)CN1CCC(n2nccc2NC(=O)c2ccc3c(c2)OCO3)CC1,-10%,-2,6%,x,-2,-1%,6%
CCCCC(O)(c1ccc(CC)cc1)C(CN1CCOCC1)c1ccccc1 (stereo unspecified),1.9µM*,-1,-4%,u,-9,-7%,1%
O=C(NCc1ccc(Cl)cc1)N1CCN(Cc2ccccc2)CC1,0%,-2,-2%,u,-7,10%,-4%
CCOC(=O)C1=C(C)N(c2ccc(OCC)cc2)C(=O)/C1=C\c1ccco1,-20%,26,3%,u,37,u,10%
N#CCCN(C(=O)COC(=O)c1cccc(S(=O)(=O)N2CCCC2)c1)c1ccc(F)cc1,u,3,-8%,x,-4,u,3%
NC(=O)Cn1nc([N+](=O)[O-])nc1Oc1ccc(Br)cc1,-6%,-2,2%,22%,2,u,1%
O=C(Nc1ccc(S(=O)(=O)Nc2ncccn2)cc1)c1cccc(S(=O)(=O)N2CCOCC2)c1,2%,9,3%,12%,-4,32%[activator],1%
CCC(=O)N1c2ccc(S(=O)(=O)CCC(=O)NCc3ccc4c(c3)OCO4)cc2CC1C (stereo unspecified),u,1,3%,3%,12,11%,-1%
S=C(NC1CCCCC1)N1CCOCC1,7%,-2,-3%,12%,-12,24%,3%
CCOc1cc2c(cc1OCC)-n1cccc1C(c1c(O)cccc1OC)NC2 (stereo unspecified),13µM*,-2,-4%,u,-11,-28%,2%
Cn1c2ccccc2n2c(=O)c(=O)n(CC(=O)c3ccc(Cl)cc3)nc12,-5%,-5,-2%,31%[activator],0,21%,-7%
COC(=O)CCC(NC(=O)c1cc(-c2ccc3c(c2)OCCO3)oc1C)C(=O)OC (stereo unspecified),u,16,0%,-25%,18,26%,5%
COCC(=O)N(Cc1cc2ccc(C)cc2[nH]c1=O)c1cccc(C)c1,u,1,0%,0%,-6,u,3%
CC(=O)Nc1ccc(S(=O)(=O)NNC(=O)c2cccc(Cl)c2)cc1,u,3,u,-20%,14,u,-3%
CCOC(=O)N1CCN(C(C)C(=O)c2c[nH]c3ccccc23)CC1 (stereo unspecified),x,-2,-3%,-10%,-10,u,12%
O=C(c1ccc(Br)o1)N1CCN(CCc2ccncc2)CC1,-22%,6,-9%,10%,-7,380%[activator],2%
O=C(O)C(Cc1ccccc1)n1c(=S)[nH]c2ccccc2c1=O (stereo unspecified),u,1,5%,26%,-6,30%[activator],3%
CC1=CCC(COC(=O)Nc2ccccc2)CC1 (stereo unspecified),274%[activator],51*,-13%,-15%,82*,2%,u
C/C(=N/NC(=O)c1ccc(Br)o1)c1ccncc1,51%[activator],74*,-2%,32%[activator],60*,13%,1%
O=C(CCc1nc2ccccc2c(=O)[nH]1)NNC(=O)COc1cccc(F)c1,3%,x,2%,2%,x,-16%,x
Cc1cc(C)c(NC(=O)CSc2nnc(-c3ccncc3)n2Cc2ccco2)c(C)c1,5%,-1,4%,u,9,15%,-3%
CC(C)c1ccc(NC(=O)C2CSC3(C)CCC(=O)N23)cc1 (stereo unspecified),-7%,-3,2%,2%,-5,-18%,1%
CN(CCOc1ccccc1)C(=O)c1ccc(F)c(S(=O)(=O)N2CCOCC2)c1,-4%,x,-6%,-16%,x,-5%,x

# Quoted at random: two records from the list, in no set order.
SMILES,Pf growth 48h,CHX counter,TbPYK inhibitor,HCV inh,Shiga inhibitor,Pf growth 96h,LmPK inh
CC(C)(C)C(=O)OCC1OC(n2cnc(C(N)=O)n2)C(O)C1O (stereo unspecified),10%,1,-13%,3%,-2,19%,-1%
O=C(c1ccc(Br)o1)N1CCN(CCc2ccncc2)CC1,-22%,6,-9%,10%,-7,380%[activator],2%

# (continued)
SMILES,Pf growth 48h,CHX counter,TbPYK inhibitor,HCV inh,Shiga inhibitor,Pf growth 96h,LmPK inh
CCN(Cc1nc(-c2ccccc2)no1)C(=O)c1ccco1,14%,1,4%,0%,-6,-5%,-1%
CC(C)OCCCN1CN(S(=O)(=O)c2ccccc2)c2nc3ccccc3nc21,u,14,-10%,12%,32,3%[5.75 µM],2%
CC(=O)c1sc2nc(CSc3nnnn3-c3ccccc3)[nH]c(=O)c2c1C,-14%,7,-6%,-4%,7,u,0%
Cc1ccccc1C(=O)N1CCc2c([nH]c3ccccc23)C1C(F)(F)F (stereo unspecified),12µM*,-2,0%,-17%,7,u,6%
Cc1cc(N2CCN(C(=O)c3ccco3)CC2)c2ccccc2n1,-5%,0,1%,10%,-8,-41%,1%
O=C1CCCN1c1ccc(S(=O)(=O)Oc2ccc(Cl)cc2)cc1[N+](=O)[O-],22%,-2,-12%,u,-8,27%,5%
CC(NC(=O)Cc1ccccc1[N+](=O)[O-])c1ccccc1 (stereo unspecified),10%,-1,x,-16%,-15,u,6%
CCCn1nc(C(=O)Nc2nnc(CC)s2)c2ccccc2c1=O,5%,-1,-13%,-3%,3,-12%,2%
CN1/C(=C\C(=O)c2cccnc2)C(C)(C)c2ccccc21,13%,15*,-3%,8%,24,u,-1%
CCOC(=O)c1cncc(C#CCOC(=O)Nc2ccc(OC(F)(F)F)cc2)c1,u,4,3%,-15%,5,u,4%
COc1ccc(C(=O)Nc2cc(C)on2)c(OC)c1,122%[activator],38*,-3%,5%,41*,85%[activator],-3%
O=C(O)C1C2CCC(O2)C1C(=O)Nc1ccc(O)cc1 (stereo unspecified),23%,9,-10%,12%,10,61%[activator],-4%
CN(C)CCNc1oc(COc2ccc(-c3ccccc3)cc2)nc1C#N,u,22,-8%,10µM*,-13,x,1%
O=C(CCNC(=O)c1ccccc1Cl)Nc1nc2ccc(F)cc2s1,153%[activator],x,-6%,-12%,x,142%[activator],x
Cc1c(Cl)cccc1NC(=S)N1CCCN(Cc2ccc(F)cc2)C1,u,-2,-3%,-20%,4,u,7%
Cc1cccc(NC(=S)NCc2ccccc2Cl)c1C,u,9,3%,-26%,-11,u,3%
CCCCNC(=O)Nc1ccc(C2SCCS2)cc1,24%,47*,2%,u,86*,u,5%
NC(=O)C[C@H](N)c1cn([C@@H](CC(N)=O)C(=O)N2CCNCC2)nn1,-3%,x,-9%,27%,x,101%[activator],x
COc1ccc2o/c(=N/NC(=O)c3cccs3)c(C(N)=O)cc2c1,94%[activator],36*,2%,-21%,71*,u,2%
CN(C)c1ccc(CNS(=O)(=O)c2ccc3c(c2)C(C)(C)C(=O)N3C)cc1,5%,2,-7%,-19%,11,u,-4%
